# Screening results (PubChem BioAssay)
# eIF2B yeast act = GCN4-lacZ reporter reduction in eIF2B-epsilon mutant yeast, primary screen, S. cerevisiae, eIF2B-epsilon R284H, Beta-Glo luminescence; AID 688, 2007; inhibition, % at 25 µM (by protocol); actives 0.91% (n = 27,000);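 active means mutant luminescence inhibited past about 50% while wild type luminescence and mutant growth stay under set limits, limit read from the data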; further: some compounds called inactive have numbers as strong as hits
#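 Times: 16 h growth with compound at 30 °C, 90 min Beta-Glo step; Assay system: yeast eIF2B-epsilon R284H mutant carrying GCN4–beta-galactosidase fusion; Measure: % inhibition of reporter signal and growth versus controls; Dosing: one concentration, 25 µM, 0.25% DMSO; Buffer or medium: YPD yeast growth medium; Measured by: Beta-Glo luminescence plus absorbance at 595 nm.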
# Yeast growth tox = yeast growth toxicity, wild-type and mutant, primary screen, cytotoxicity control for eIF2B function restoration project, wild-type and eIF2Bepsilon R284H mutant, A595; S. cerevisiae wild-type growth, A595 turbidity, 16 h; growth inhibition, % at 25 µM (by protocol); actives 0.3% (n = 30,000); AID 685, 2007;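 active means mutant and wild-type yeast strains alike exhibit over 30% growth inhibition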;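 further: 0% = untreated cell controls and 100% = YPD media blanks without cells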
#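 Schedule: 16 h growth with compound, 30 °C. System: yeast, wild-type or eIF2Bepsilon-R284H mutant. Doses: one dose, 25 µM compound[…]. Buffer or medium: YPD. Signal: turbidity measured as absorbance at 595 nm. Read-out basis: growth inhibition (%) versus cell controls and blanks.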
# Yeast growth tox inhibition % = further read-out of Yeast growth tox, marked with its call; growth inhibition, %; S. cerevisiae eIF2Bepsilon-R284H mutant growth, A595 turbidity, 16 h;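 each compound tested once at 25 µM; 0% equals untreated cells and 100% equals cell-free medium blanks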
# eIF2B yeast act mutant toxicity = further read-out of eIF2B yeast act, marked with its call; growth inhibition, %; measured here: mutant yeast growth, toxicity;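 each compound tested once at 25 µM; zero equals untreated control growth and 100 equals blank medium absorbance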
# The depositor's hits bear a star; x = no result given. Not all compounds are listed, so the mix of outcomes need not match the whole.
# Abbreviations – A = eIF2B yeast act; B = eIF2B yeast act mutant toxicity; C = Yeast growth tox; D = Yeast growth tox inhibition %
> CCOC(=O)c1c(-c2cccs2)csc1NC(=O)COC(=O)c1c(C)noc1C
  A = 12; B = 20; C = 0; D = 20

> COc1ccc(/C=N/n2c(SC)nnc(C(C)(C)C)c2=O)c(OC)c1
  A = -26; B = x; C = -12; D = 0

> Cc1cc(=O)oc(C)c1C(=O)N1CCN(C(c2ccccc2)c2ccccc2)CC1
  A = -20; B = 4; C = 4; D = 4

> Cc1ccc(CC(=O)Nc2cccc(C)n2)cc1
  A = 15; B = -7; C = 14; D = -7

> COc1ccc(Br)cc1CN1CCCC(C(=O)N2CCCCC2)C1 (stereo unspecified)
  A = -3; B = x; C = 5; D = 0

> CCC(=O)N1CN(S(=O)(=O)c2ccc(C)cc2)CC1C (stereo unspecified)
  A = 16; B = 5; C = 4; D = 5

> Cc1ccc(OCC(=O)OCC(=O)c2c(N)n(C)c(=O)n(C)c2=O)cc1C
  A = x; B = x; C = 23; D = 14

> CCOc1ccc(-c2c(C#N)c(N)nc3c2c(=O)n(C)c(=O)n3C)cc1OC
  A = -2; B = 18; C = 18; D = 18

> COc1ccccc1-c1cc(C(F)(F)F)nc(N2CCOCC2)n1
  A = 6; B = -3; C = 11; D = -3

> COC(=O)c1ccccc1NC(=O)c1ccc2c(c1)OCCO2
  A = -7; B = x; C = x; D = x

> CCCNC(=O)c1cn(CC)c2cc(N3CCN(C)CC3)c(F)cc2c1=O
  A = x; B = x; C = 10; D = 18

> CCOC(=O)c1[nH]c(C)c(/C(O)=C2\C(=O)C(=O)N(CCCN(CC)CC)C2c2cccnc2)c1C (stereo unspecified)
  A = 26; B = -30; C = -13; D = -30

> CC1(C)CC(=O)C(C=NCCN2CCN(CCc3ccccc3)CC2)=C(O)C1
  A = 20; B = -4; C = 5; D = -4

> COC(=O)CSc1nc2ncccc2[nH]1
  A = 11; B = -20; C = 29; D = -20

> O=C(Cn1ccc2ccccc2c1=O)N1CCN(c2cccc(Cl)c2)CC1
  A = 24; B = -8; C = -10; D = -8

> c1ccc(CSc2nnnn2-c2ccc3c(c2)OCCO3)nc1
  A = 23; B = -17; C = 1; D = -17

> CCCOc1ccccc1C1CC(=O)NC2=C1C(=O)CCC2 (stereo unspecified)
  A = 13; B = -41; C = 2; D = -41

> Cc1ccc2c(c1)N(CC(=O)OC(CC(C)C)C(=O)NC1CCCC1)C(=O)CO2 (stereo unspecified)
  A = -20; B = 18; C = 15; D = 18

> O=C(CCCCn1c(=O)[nH]c2ccccc2c1=O)N1CCN(c2cccc(C(F)(F)F)c2)CC1
  A = 19; B = -15; C = 10; D = -15

> Cc1nc2sc3c(c2c(=O)[nH]1)CCC3
  A = 21; B = -10; C = 2; D = -10

> CC1CCCCC1NC(=O)CCS(=O)(=O)c1cccc2nonc12 (stereo unspecified)
  A = 15; B = 19; C = 28; D = 19

> COC(=O)Cn1nc(C)c2ccccc2c1=O
  A = 12; B = x; C = -1; D = 0

> N=c1c(C(=O)NC2CCCCC2)cc2c(=O)n3ccccc3nc2n1CCN1CCOCC1
  A = 23; B = -5; C = -2; D = -5

> O=C(O)CN1C(=O)SC(Nc2ccccc2)C1=O (stereo unspecified)
  A = -3; B = 17; C = -4; D = 17

> CCn1c(=N)c(C(=O)NCc2cccnc2)cc2c(=O)n3cccc(C)c3nc21
  A = 22; B = 22; C = 25; D = 22

> Cn1c(Cc2ccccc2)nnc1SCCC(=O)Nc1ccccc1
  A = -11; B = -4; C = 1; D = -4

> CCOC(=O)NC(=O)/C(C#N)=N\Nc1ccc(Cl)cc1
  A = 15; B = 7; C = 16; D = 7

> C#CCN1C(=O)C(O)(CC(=O)c2cc(OC)ccc2OC)c2ccccc21 (stereo unspecified)
  A = 10; B = -23; C = 7; D = -23

> CCCCNC(=O)c1nn(-c2ccccc2OC)c(=O)c2ccccc12
  A = 23; B = -17; C = -3; D = -17

> O=C(Oc1ccc(N2C(=O)CCC2=O)cc1)c1ccco1
  A = 3; B = -10; C = 3; D = -10

> CCN(c1ccc(NC(=O)COC(=O)c2ccc3ccccc3n2)cc1)C(C)C
  A = 40; B = -17; C = -1; D = -17

> COc1cccc(-c2cc(C(=O)NCCCn3ccnc3)no2)c1
  A = 15; B = 8; C = 21; D = 8

> CCC(=O)Nc1cc(C)c(NC(=O)c2ccccc2OC)cn1
  A = 32; B = 8; C = 12; D = 8

> C=CCNC(=O)N[C@@H](CCSC)C(=O)OC
  A = 7; B = x; C = -9; D = 0

> O=P(c1ccccc1)(c1ccccc1)C(O)c1ccncc1 (stereo unspecified)
  A = 1; B = 3; C = -3; D = 3

> CSc1nc2ccccc2n1C(=O)Oc1ccccc1
  A = -9; B = x; C = -18; D = 0

> Cc1ccccc1N(CC(=O)NCCc1ccccc1)C(=O)c1ccc(N2CCCC2)nc1
  A = -8; B = -18; C = -24; D = -18

> Cc1ccc(C)c(C(=O)CN2C(=O)CCC2=O)c1
  A = 24; B = x; C = 10; D = 0

> Cc1ccc(CN(C(=O)c2cc(=O)c3cc(Cl)c(C)cc3o2)C2CCS(=O)(=O)C2)cc1 (stereo unspecified)
  A = 15; B = -33; C = 4; D = -33

> O=S(=O)(c1ccc(F)cc1)N1CCCC(CO)C1 (stereo unspecified)
  A = -26; B = 13; C = 18; D = 13

> CC(C)c1nc(SCC(=O)N2CCCC2)c2ccccc2n1
  A = 23; B = 5; C = -6; D = 5

> COC(=O)C(C)Sc1nc2c(cnn2-c2ccc(C)cc2)c(=O)[nH]1 (stereo unspecified)
  A = 0; B = -18; C = -27; D = -18

> O=C(O)c1ccccc1C(=O)Nc1ccccn1
  A = 9; B = -4; C = 7; D = -4

> Cc1ccccc1CN1CCNC1=O
  A = -2; B = -6; C = 9; D = -6

> CCOc1ccc(S(=O)(=O)Nc2ccc(S(=O)(=O)N3CCCC3)cc2)cc1
  A = 26; B = 3; C = 14; D = 3

> O=C(CSc1ccc2nnc(-c3ccc(F)cc3)n2n1)NCC1CCCO1 (stereo unspecified)
  A = 19; B = -3; C = 16; D = -3

> NC(=O)C1(c2ccccc2)CCOCC1
  A = 0; B = -33; C = 14; D = -33

> Cc1cc(C)cc(NC(=O)CSc2nnc(-c3ccccc3)n2N)c1
  A = 11; B = -13; C = -15; D = -13

> COc1ccc(CC(NC(C)=O)C(=O)NC2CCN(C(=O)Nc3ccccc3Cl)CC2)cc1OC (stereo unspecified)
  A = 24; B = 8; C = 9; D = 8

> COc1ccc(S(=O)(=O)NCc2ccc(C(=O)O)cc2)cc1
  A = 39; B = 15; C = 7; D = 15

# Additional results:
# Abbreviations – A = eIF2B yeast act; B = eIF2B yeast act mutant toxicity; C = Yeast growth tox; D = Yeast growth tox inhibition %
> COCC(C)NC(=O)C1CC(=O)N(c2ccc(C)cc2)C1 (stereo unspecified)
  A = 20; B = 4; C = 8; D = 4

> CN1CCN(S(=O)C23CC4CC(CC(C4)C2)C3)CC1 (stereo unspecified)
  A = -48; B = x; C = x; D = x

> CCCCn1c(NC(=O)C2CCCCC2)nc2ccccc21
  A = 16; B = x; C = 22; D = 0

> CCn1c2ccccc2c2cc(NC(=S)N3CCOCC3)ccc21
  A = 20; B = -5; C = 11; D = -5

> COc1ccccc1NC(=O)N1CCCC(c2nc3c(nnn3Cc3ccc(C)cc3)c(=O)[nH]2)C1 (stereo unspecified)
  A = -34; B = x; C = 2; D = 0

> N#Cc1nc(Cc2ccccc2)oc1N1CCC(Cc2ccccc2)CC1
  A = 8; B = -10; C = 2; D = -10

> O=C(CCC(=O)NC1CCCCCCC1)Nc1nnc(C(F)(F)F)s1
  A = -3; B = 24; C = 11; D = 24

> C=CCn1c(=S)[nH]c2ccccc2c1=O
  A = 11; B = x; C = 13; D = 0

> CN1CCN(S(=O)(=O)c2ccc(NC(=O)Nc3cccc(Cl)c3)cc2)CC1
  A = x; B = x; C = -8; D = 4

> COC(=O)[C@@H](NC(=O)NCc1ccco1)C(C)C
  A = 28; B = 33; C = 23; D = 33

> O=C(Cn1nnc(-c2ccccc2NC(=O)c2ccco2)n1)Nc1ccccc1
  A = 13; B = -24; C = -32; D = -24

> O=C1CSC(c2ccccc2F)N1CCN1CCCCC1 (stereo unspecified)
  A = x; B = x; C = -5; D = -11

> Cc1nc(N)sc1-c1csc(Nc2ccc(Cl)cn2)n1
  A = -7; B = x; C = x; D = x

> Cc1cc(=O)c2c(o1)CC(C)(C)CC2=O
  A = x; B = x; C = 36; D = 3

> CSc1nnc2c(n1)c(C)nn2-c1cccc(C)c1
  A = -6; B = x; C = -11; D = 0

> Cc1ccc(/C=N/N2CCN(Cc3cccc4ccccc34)CC2)o1
  A = 8; B = 3; C = 2; D = 3

> C=CCN1C(=O)CSC1=Nc1cccc(O)c1
  A = 23; B = x; C = 0; D = 0

> Cc1nnc(C)n1/N=C/c1cc(Br)cc(Br)c1O
  A = 22; B = 2; C = 26; D = 2

> CCOC(=O)C1C(=O)C=C(C)C(C(=O)OCC)C1c1ccc(OC)cc1 (stereo unspecified)
  A = 16; B = -10; C = 8; D = -10

> NC(=O)CSCc1nc2ccccc2s1
  A = 16; B = 9; C = 28; D = 9

> Clc1ccccc1CSc1ncn(-c2ccccc2)n1
  A = -17; B = 22; C = 21; D = 22

> N#Cc1c(NC(=O)CSc2nc(-c3ccco3)cc(C(F)(F)F)n2)sc2c1CCCC2
  A = x; B = x; C = -5; D = -4

> CC1Cc2ccccc2N1S(=O)(=O)c1cccc2nsnc12 (stereo unspecified)
  A = 25; B = -4; C = 12; D = -4

> COc1ccc(OC)c(-c2cn(S(=O)(=O)c3ccccc3)nc2N)c1
  A = 33; B = 16; C = 4; D = 16

> CCOc1ccccc1NC(=O)CCn1c(=O)oc2ccccc21
  A = 2; B = -10; C = -6; D = -10

# Part of the list above, reformatted:
SMILES | eIF2B yeast act | eIF2B yeast act mutant toxicity | Yeast growth tox | Yeast growth tox inhibition %
Cc1nc(N)sc1-c1csc(Nc2ccc(Cl)cn2)n1 | -7 | x | x | x
Cc1cc(=O)c2c(o1)CC(C)(C)CC2=O | x | x | 36 | 3
CSc1nnc2c(n1)c(C)nn2-c1cccc(C)c1 | -6 | x | -11 | 0

# (more compounds)
# Abbreviations – A = eIF2B yeast act; B = eIF2B yeast act mutant toxicity; C = Yeast growth tox; D = Yeast growth tox inhibition %
> N#Cc1cccc2cnccc12
  A = 23; B = 12; C = 6; D = 12

> Cc1nnc2c3ccccc3c(-c3ccc(O)cc3)nn12
  A = 26; B = -15; C = 7; D = -15

> Cc1cc(C(=O)N2CCN(C/C=C/c3ccccc3)CC2)no1
  A = 46; B = x; C = 1; D = 0

> Cc1sc(-n2c(C)cc(C=O)c2C)c(C(=O)O)c1C
  A = 13; B = 24; C = 2; D = 24

> CC1(C)CC(=O)C2(CC3=C(CC(C)(C)CC3=O)O2)C(=O)C1
  A = -22; B = 9; C = 12; D = 9

> COc1ccc(OC)c(/C=N/NC(=O)c2cc[n+](CC(=O)c3ccccc3)cc2)c1
  A = 14; B = 3; C = -8; D = 3

> O=C(CCc1nc2ccccc2c(=O)[nH]1)OCC(=O)N1CCN(S(=O)(=O)c2ccccc2)CC1
  A = -7; B = x; C = 2; D = 0

> Cc1cc(NC(=O)c2ccc3c(c2)C(=O)N(C)C3=O)no1
  A = -8; B = 5; C = 7; D = 5

> CSc1ccc(Cl)c(C(=O)NCc2ccco2)c1
  A = 16; B = 12; C = -2; D = 12

# 5 records picked at random from those above, as already listed:
# Abbreviations – A = eIF2B yeast act; B = eIF2B yeast act mutant toxicity; C = Yeast growth tox; D = Yeast growth tox inhibition %
> Cc1nnc(C)n1/N=C/c1cc(Br)cc(Br)c1O
  A = 22; B = 2; C = 26; D = 2

> CCOC(=O)C1C(=O)C=C(C)C(C(=O)OCC)C1c1ccc(OC)cc1 (stereo unspecified)
  A = 16; B = -10; C = 8; D = -10

> Cc1ccc(OCC(=O)OCC(=O)c2c(N)n(C)c(=O)n(C)c2=O)cc1C
  A = x; B = x; C = 23; D = 14

> Cc1ccc(CN(C(=O)c2cc(=O)c3cc(Cl)c(C)cc3o2)C2CCS(=O)(=O)C2)cc1 (stereo unspecified)
  A = 15; B = -33; C = 4; D = -33

> COc1ccc(OC)c(-c2cn(S(=O)(=O)c3ccccc3)nc2N)c1
  A = 33; B = 16; C = 4; D = 16
